phage Ecoli inh: E. coli growth loss with phage present; AID 651602; 360,000 tested, 0.26% active; growth absorbance; inhibition, % at 11.9 µM; in the data active = inhibition above about 11%
SUMO Mot1 rescue: blocks SUMOylation pathway, rescuing yeast Mot1-301 growth; S. cerevisiae Mot1-301 growth rescue, ATP luminescence, 38.5C; percent above DMSO median, 100 means doubled; growth rescue, % at 18.8 µM; 320,000 tested, 1% active;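 active = every valid replicate shows activation above 250% relative to neutral control wells; inactive = the rest, any valid replicate at or below 250%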;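 also: OY570 slx delta 5 strain wells were the positive control but not used for scaling; some compounds called inactive have numbers as strong as hits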
Arrestin-AP2 inh: inhibitors of human beta-arrestin and AP2 interaction | FITC-arrestin peptide / GST-AP2 beads, flow cytometry; AP2 beta2 appendage carries R879A mutation | inhibition, % at 10 µM | 340,000 tested, 0.31% active;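 active = inhibition above a set limit, near 3 SD of compounds lacking own fluorescence, cut at about 54% in these data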;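 also: plate controls were DMSO wells for no effect and 5 µM unlabelled arrestin peptide for full effect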
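Test system: GST-tagged AP2 beta2-adaptin appendage (R879A) on 4 µm glutathione beads; also added: fluorescein-tagged arrestin peptide at 50 nM final; timing: 12 min plus 1 h, RT; signal: flow cytometry, FL1 (488/535 nm); read-out: percent drop in bead-associated FITC signal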
DSG3 Ab inh: inhibitors of pemphigus antibody binding to human desmoglein-3. 310,000 tested, 0.48% active. DSG3-coupled beads, scFv-anti-DSG3-GFP binding, flow cytometry; active compounds read low. P32926. binding (percent of control), % at 10 µM. AID 588358;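 active = binding more than 3 SD below its plate's average and above zero; inconclusive = below that plate limit but binding exactly zero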;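 also: hits lower antibody fragment binding to DSG3; some compounds called inactive have numbers as strong as hits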
Target sequence (P32926 whole entry, looked up, the tested form may be a part): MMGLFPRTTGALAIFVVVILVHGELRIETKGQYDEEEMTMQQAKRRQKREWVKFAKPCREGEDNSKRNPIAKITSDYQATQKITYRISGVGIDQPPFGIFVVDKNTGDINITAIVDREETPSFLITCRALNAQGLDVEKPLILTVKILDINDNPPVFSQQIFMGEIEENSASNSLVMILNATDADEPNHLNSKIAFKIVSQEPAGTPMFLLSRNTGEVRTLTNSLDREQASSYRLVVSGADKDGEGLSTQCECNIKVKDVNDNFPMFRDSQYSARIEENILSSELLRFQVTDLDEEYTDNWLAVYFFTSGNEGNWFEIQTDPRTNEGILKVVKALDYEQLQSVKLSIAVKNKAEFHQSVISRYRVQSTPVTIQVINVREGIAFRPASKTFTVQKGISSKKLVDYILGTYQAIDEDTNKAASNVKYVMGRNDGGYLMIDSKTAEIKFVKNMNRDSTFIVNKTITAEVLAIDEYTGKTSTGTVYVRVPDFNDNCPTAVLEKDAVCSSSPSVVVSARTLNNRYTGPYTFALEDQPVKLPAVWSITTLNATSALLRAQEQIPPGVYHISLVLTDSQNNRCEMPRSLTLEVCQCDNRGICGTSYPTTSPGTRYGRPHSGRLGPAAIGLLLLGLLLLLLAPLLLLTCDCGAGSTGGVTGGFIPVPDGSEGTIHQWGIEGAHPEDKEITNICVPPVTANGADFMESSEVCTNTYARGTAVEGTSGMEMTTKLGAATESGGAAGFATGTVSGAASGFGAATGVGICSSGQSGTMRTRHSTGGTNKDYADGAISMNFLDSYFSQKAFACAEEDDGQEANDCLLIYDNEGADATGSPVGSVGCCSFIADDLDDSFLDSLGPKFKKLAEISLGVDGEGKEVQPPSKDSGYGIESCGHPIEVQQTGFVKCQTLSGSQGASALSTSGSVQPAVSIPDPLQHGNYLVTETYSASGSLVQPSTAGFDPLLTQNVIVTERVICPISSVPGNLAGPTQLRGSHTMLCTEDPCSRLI
PfHsp90 set2: growth inhibition of yeast expressing Plasmodium Hsp90. S. cerevisiae expressing PfHsp90, BacTiter-Glo ATP, 48 h; yeast lacking PDR1 and PDR3 efflux regulators. inhibition, % at 9.4 µM. 310,000 tested, 0.32% active;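 active = every replicate shows inhibition above about 80%, whatever the replicate mean, limit read from the data; inconclusive = mean inhibition reaches the set limit but some replicate falls short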;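 also: 0% = DMSO neutral controls and 100% = 20 µM radicicol positive controls; yeast relying on Plasmodium falciparum Hsp90 in place of its own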
MOR-DOR inv ag: inverse agonist of human OPRM1-OPRD1 heterodimerization | inhibition, % at 9.3 µM | cell-based MOR-DOR heterodimer luminescence, inverse agonism | 340,000 tested, 0.21% active | AID 504357 | P35372+P41143; in the data active = inhibition above about 22%, passing the limit was not always enough;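 also: 0% = cells with DMSO and 100% = wells without cells with DMSO; values of inactives mirror those of a sister screen read the other way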
Tat transport: inhibitors of E. coli Tat protein transport | E. coli MC4100 TorA-mCherry Tat export, fluorescence | inhibition, % at 10 µM | 340,000 tested, 0.036% active | AID 488895;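 active = mean replicate inhibition at least 50% and at least half of replicates individually reaching 50%; inconclusive = only one of the two criteria met; inactive = neither criterion met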;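 also: exported cargo escapes ClpAP degradation while cytoplasmic cargo is degraded and loses fluorescence; 0% = median of neutral control wells and 100% = median of NaSCN control wells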
Ecoli viability: bacterial growth inhibition, counter-screen for AddAB inhibitors; E. coli V3065 growth, OD600 absorbance, 18 h; inhibition, % at 11.9 µM; AID 449728; 330,000 tested, 0.27% active;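 active = inhibition above the campaign's mean inhibition across all tested compounds plus 3 SD, cut at about 9.9% in these data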;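 also: uninfected addAB+ strain grown without phage in ampicillin broth; 0% = DMSO wells and 100% = ciprofloxacin 0.95 µg/ml wells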
MOR-DOR ag: agonists of human mu-delta opioid receptor heterodimerization. P35372+P41143. cells, OPRM1-OPRD1 heterodimerization, luminescence. activation, % at 9.3 µM. 340,000 tested, 0.3% active; in the data active = activation above about 18%;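 also: 0% = vehicle-treated cells and 100% = reference agonist; values of inactives mirror those of a sister screen read the other way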
PKA-R1A act: activates the PKA-R1A holoenzyme complex; P00514+P68181; PKA-R1A dissociation, Cy5-IP20 fluorescence polarization; scaled: DMSO 0%, 113 µM cGMP 100%; activation, % at 11.4 µM; 340,000 tested, 0.083% active; AID 504707;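 active = percent activation above the mean of all tested compounds plus 3 SD, cut at about 19% in these data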;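 also: higher means more PKAc released from R1A so a rise in polarization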
AddAB inh: less growth of phage-infected E. coli with AddAB; E. coli expressing H. pylori AddAB, absorbance growth; inhibition, % at 11.9 µM; 330,000 tested, 0.29% active; AID 435030; in the data active = inhibition above about 12%;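 also: 0% = vehicle wells of infected cells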
* hit, by the source's call; ? = inconclusive; . = no result given.

SMILES	phage Ecoli inh	SUMO Mot1 rescue	Arrestin-AP2 inh	DSG3 Ab inh	PfHsp90 set2	MOR-DOR inv ag	Tat transport	Ecoli viability	MOR-DOR ag	PKA-R1A act	AddAB inh
CCCCC(O)(CCCC)C(=O)NN(C(=O)OC)c1ccccc1	3.9	343	9	114	11	14	-10	-0.1	-2.6	-11	0.8
C=CCSC1=NC(N)=C(C#N)C2(CCCCC2)C1C(N)=O (centres undefined)	2.3	1	-13	96	.	13	-1	1.7	-2.6	2	4.0
Cc1nc([N+](=O)[O-])c(Br)n1CC(=O)c1ccc(Cl)cc1	-0.2	-27	10	106	.	-4	-9	0.3	0.8	-5	2.9
C=CCn1c(CCSCc2ccc(OC)c(C)c2)n[nH]c1=S	2.3	2	6	92	-15	7	-3	3.0	-1.3	7	1.1
CCN1CCN(c2nc3c(C)cccn3c(=O)c2/C=C(\C#N)S(=O)(=O)c2ccc(C)cc2)CC1	3.1	-3	-9	94	4	17	9	2.0	-2.9	1	5.5
CC1CC(C)(C)NC(=O)O1 (centres undefined)	0.9	5	2	104	-33	18	-2	0.4	-3.3	-1	1.9
O=C(CCCC(=O)N1CCCC1)N1CCCC1	0.8	-15	22	99	-24	3	-6	-0.4	-0.7	-1	0.9
O=S(=O)(NC1CCCC1)c1cccc(S(=O)(=O)N2CCC(n3nnc4ccccc43)CC2)c1	-1.1	17	0	93	3	4	16	3.7	-0.7	-1	4.0
CCN1CCN(C(c2cccc(OC)c2)c2sc3nc(C)nn3c2O)CC1 (centres undefined)	3.2	-6	41	104	2	10	6	-0.1	-2.2	-3	4.3
CC(C)Oc1ccc(C2CC(=O)N(Nc3ccc([N+](=O)[O-])cc3[N+](=O)[O-])C2=O)cc1 (centres undefined)	-1.6	321	9	116	3	7	9	4.0	-1.3	6	2.9
Cc1cccc(CCNC(=O)C2CCC(CNS(=O)(=O)c3cccs3)CC2)c1 (centres undefined)	4.1	-17	30	.	9	17	-4	-2.5	-3.6	-9	-1.9
Cn1c(-c2ccccc2)cc2c3no[n+]([O-])c3ccc21	7.2	16	-2	106	10	-6	3	4.8	1.3	-15	2.6
CC(C)c1ccc(NC(=O)COc2ccc(F)cc2C(=O)c2cnn(-c3ccccc3)c2)cc1	1.5	-1	-6	110	6	-8	23	1.9	1.5	-12	3.9
O=C(COc1ccc(/C=N/NS(=O)(=O)c2ccccc2)cc1)Nc1ccc(F)cc1	2.5	.	12	103	6	-5	3	1.4	0.9	5	3.2
CCN(CC)S(=O)(=O)c1ccc2c(c1)nc(SCC(=O)N1CCOCC1)n2-c1ccccc1OC	2.5	15	24	108	.	18	2	-0.3	-3.1	12	-1.1
CCOc1ccc(-c2nc(N)ncc2-c2ccccc2)c(O)c1	1.8	11	16	104	.	-6	8	-0.7	1.2	-1	0.8
Cn1c(=O)c2c(nc(N/N=C/c3cccnc3)n2Cc2ccc(F)cc2)n(C)c1=O	-1.1	8	3	107	7	3	-8	-0.1	-0.5	-1	-1.9
N#Cc1ccc(CSc2nnc(-c3cccnc3)o2)cc1	3.7	10	-20	101	5	8	-1	2.2	-1.6	2	6.4
CC(C)CCNC(=O)c1ccc2nc[nH]c2c1	3.6	-6	10	111	1	-18	-11	-0.4	3.1	0	-1.3
Cc1ccc(S(=O)(=O)N2CCCCC2)cc1NC(=O)CSc1nnnn1C	-2.0	1	-8	101	-3	0	-7	1.0	0.1	-7	0.8
COc1ccc(C2CC(=O)c3cnc(NC(=O)c4ccco4)nc3C2)cc1 (centres undefined)	0.4	-9	-2	110	18	15	3	-1.3	-2.8	-10	-0.7
CC(C)(C)NC(=O)C(=O)NNC(=O)c1cccc([N+](=O)[O-])c1	3.5	.	-34	105	21	11	-1	0.8	-2.3	-3	2.7
COc1ccc(-c2n[nH]c(C)c2-c2ccccc2OC)c(O)c1	4.1	9	22	96	-21	-17	-3	2.6	3.0	-3	1.3
CCn1c(SCC(=O)c2ccc(O)c(O)c2)nnc1-c1ccccc1	0.5	-20	3	93	17	7	-3	-0.6	-1.2	1	-0.7
CCN(CC)C(=O)c1sc(NC(=O)c2ccco2)c(C#N)c1C	0.4	-10	36	.	-7	16	-1	2.5	-3.5	-2	2.5
Cn1c(NC(=O)c2ccccc2)nc2ccccc21	-3.2	4	1	122	-15	3	-7	-8.3	-0.7	1	-1.2
COc1ccc(OC)c2sc(NC(=O)CCS(=O)(=O)c3ccccc3)nc12	1.2	-4	-8	94	6	11	6	1.7	-1.9	-17	0.3
CS(=O)(=O)c1ccc2nc(NC(=O)c3cccs3)sc2c1	1.2	-40	-4	.	32	5	1	1.4	-1.1	-2	4.4
COCCNc1nc2c(-c3cccc(C(F)(F)F)c3)nnn2c2ccccc12	3.2	1	2	105	-30	13	-8	-0.3	-2.8	0	-0.2
COc1ccc(NC(=O)c2oc3ccccc3c2NC(=O)COc2ccccc2OC)c(OC)c1	-1.5	-25	-5	98	5	20	3	1.0	-3.7	-1	-1.3
CCCOc1cccc(C(=O)NCCNC(=O)c2ccco2)c1	3.4	12	-12	.	-3	-22	?	-0.5	3.0	-6	2.0
CCCC1=C(C(=O)OCC)C(c2cccs2)C(C#N)=C(N)O1 (centres undefined)	0.1	-16	6	98	.	-11	-4	0.6	2.0	-3	3.5
O=C(COC(=O)c1sc2ccccc2c1Cl)NCC1CCCCC1	3.3	17	-5	103	9	7	-4	-0.2	-1.4	-8	2.0
CSCCC(NC(=O)COc1ccccc1)C(=O)NCc1cccs1 (centres undefined)	1.1	-23	13	105	15	18	5	0.8	-5.4	11	1.5
OC1(C#CCN2CCOCC2)CCCCC1	2.2	60	0	110	0	-21	1	0.5	2.9	-2	0.4
CCOC(=O)c1ccc(-n2c(-c3ccco3)nc3ccccc3c2=O)cc1	3.2	-4	8	104	.	1	6	-0.8	-0.2	-6	0.5
Cc1ccc(-n2nc(C)c(NC(=O)CCl)c2C)cc1	-2.1	13	1	102	2	-2	-3	-1.0	0.4	-4	2.2
CCCCN1C=CC(=C2N=c3cccc([N+](=O)[O-])c3=N2)C=C1	3.9	535	0	96	1	12	8	0.7	-2.0	-4	0.9
Cc1c(CC(=O)N[C@@H](CCCNC(N)=O)C(=O)O)c(=O)oc2cc3oc4c(c3cc12)CCCC4	-1.5	0	35	94	11	13	-3	-0.3	-2.5	5	-1.1
CCOC(=O)c1sc(C)c2c1NC1(CCCCC1)NC2=O	3.9	-1	-8	100	6	-1	-3	-2.2	0.1	4	0.9
Cn1nc(C(C)(C)C)c([N+](=O)[O-])c1C(=O)Nc1ccccc1	2.8	586*	4	91	-12	5	0	0.4	-0.9	2	0.7
Cc1cc(C)c2c(C)c(C(=O)Nc3c(C)n(C)n(-c4ccccc4)c3=O)oc2c1	5.7	3	-10	102	10	-6	-10	-0.4	1.0	-8	1.3
COC(=O)C[n+]1cccc2ccccc21	0.1	-22	-22	88	5	1	3	0.6	-0.2	5	0.3
Cc1noc(C)c1C(=O)NCCCc1ccccc1	1.6	-7	25	99	-9	2	-5	0.2	-0.4	6	2.5
CC1CCCN(C(=O)CN2C(=O)NC(C)(c3ccc4ccccc4c3)C2=O)C1 (centres undefined)	3.8	-3	-3	90	40	13	11	-3.4	-2.5	0	-1.8
CCOC(=O)C1=C(COc2ccccc2)NC(=O)NC1c1ccc(Cl)cc1 (centres undefined)	1.0	-1	-2	107	-17	-15	-7	-0.7	2.8	-12	0.1
CC(=O)Nc1c(O)nc(SCC(=O)N2CCN(c3ccc(F)cc3)CC2)[nH]c1=O	-0.5	-1	12	102	-33	8	0	-0.7	-1.4	-6	-0.5
CN1C(=O)CC(c2ccccc2)CC1=O	1.3	4	28	105	20	16	-10	0.9	-2.8	4	2.8
CC(C)OC(=O)CSc1nc2cccnc2n1C1CCCCC1	0.3	-10	0	94	-2	-28	-3	0.6	5.2	1	3.9
CC(C)(C)NC(=O)NC(=O)COC(=O)CCCc1c[nH]c2ccccc12	0.5	-2	6	99	.	-31	9	1.2	6.9	-1	3.5
Cc1cc(-n2cnc3c(=O)[nH]cnc32)ccc1N	-0.1	5	-4	87	-2	22	-2	-3.4	-4.3	-5	-0.2
Nc1cccc(-c2c[nH]c3ncc(-c4cccnc4)cc23)c1	.	.	.	100	-6	12	-4	.	-2.0	4	.
N#Cc1c(NC(=O)Cn2nc(C(F)(F)F)c3c2CCCC3)sc2c1CCC2	3.1	18	-3	93	10	4	2	0.3	-0.7	-9	-1.5
CCNS(=O)(=O)c1ccc(NC(=O)c2cc(C(F)(F)F)nn2C)cc1	0.5	.	33	100	-9	-9	-2	0.9	1.6	-2	5.9
CCCn1nnnc1NCc1cccn1C	-0.3	4	5	101	.	15	-2	-0.1	-2.9	1	0.6
Cc1ccc(C)c(NC(=O)c2cnccn2)c1	0.7	-7	26	106	-13	7	-8	0.4	-1.3	-13	0.2
CC(c1nccs1)N(C)C(=O)c1cn(Cc2cccc3ccccc23)nn1 (centres undefined)	1.3	-6	-6	96	16	17	3	0.6	-3.2	-12	0.9
CC(C)Cc1nnc(NC(=O)CCN2C(=O)c3ccccc3C2=O)s1	1.0	10	-6	103	12	12	-5	27*	-2.0	-8	68*
NC(=O)NCc1ccc(Cl)cc1	-2.4	-6	-1	106	8	1	2	-1.4	-0.1	-5	1.4
CCOC(=O)c1nnn(-c2nonc2N)c1-c1cccs1	2.2	-1	14	.	-6	13	5	-2.6	-3.0	-16	2.5
New compounds follow:
SMILES	phage Ecoli inh	SUMO Mot1 rescue	Arrestin-AP2 inh	DSG3 Ab inh	PfHsp90 set2	MOR-DOR inv ag	Tat transport	Ecoli viability	MOR-DOR ag	PKA-R1A act	AddAB inh
CC1CC(C)CN(S(=O)(=O)c2ccc(NN)nc2)C1 (centres undefined)	0.0	-12	-7	98	-41	17	-3	1.8	-3.1	-7	1.7
O=C1CC(c2ccccc2)C(=O)N1c1cccc(O)c1 (centres undefined)	1.0	564*	0	108	8	14	6	-0.8	-3.3	-13	2.1
Cc1nc(NC(=O)CSc2nnc3ccccn23)c(Cl)cc1Cl	3.6	.	-4	82	21	9	-5	2.9	-1.5	-4	0.7
O=C1N/C(=N\c2ccccn2)SC1Cc1ccc(Cl)cc1 (centres undefined)	0.5	63	35	90	3	-10	-6	-3.2	1.9	-3	-2.3

Screening data deposited in PubChem BioAssay by several laboratories.
